mcGAS MS inh = inhibitors of mouse cGAS; recombinant mouse cGAS, cGAMP by RapidFire MS; hit rate 0.18% among 130,000; inhibition, % at 12.5 µM; Q8C6L5;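 active means inhibition of cGAS enzyme activity at or above 60%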;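 further: enzyme stimulated by 45 bp dsDNA with ATP and GTP substrates; cGAMP share of summed cGAMP plus half ATP and half GTP signals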
Target sequence (Q8C6L5 whole entry, looked up): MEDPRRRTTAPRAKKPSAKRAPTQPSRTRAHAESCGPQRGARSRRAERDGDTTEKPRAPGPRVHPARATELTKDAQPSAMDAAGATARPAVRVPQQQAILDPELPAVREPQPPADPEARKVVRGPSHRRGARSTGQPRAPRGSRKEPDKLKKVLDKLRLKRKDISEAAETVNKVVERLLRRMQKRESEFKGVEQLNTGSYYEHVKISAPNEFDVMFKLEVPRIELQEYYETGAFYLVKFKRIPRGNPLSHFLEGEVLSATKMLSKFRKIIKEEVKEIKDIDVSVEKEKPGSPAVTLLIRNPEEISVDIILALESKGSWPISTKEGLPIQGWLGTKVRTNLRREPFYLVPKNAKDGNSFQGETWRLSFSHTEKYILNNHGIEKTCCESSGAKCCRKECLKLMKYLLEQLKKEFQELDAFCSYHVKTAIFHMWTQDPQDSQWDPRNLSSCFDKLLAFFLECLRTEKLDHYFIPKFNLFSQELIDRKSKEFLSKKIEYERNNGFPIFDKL
Starred values were filed as active, the others as inactive; & = joins results of further samples.

SMILES | mcGAS MS inh
Cc1cc[n+](CCCS(=O)(=O)O)c2ccccc12 | -30
CC(=O)NCCc1nc(CCc2ccccc2)nn1-c1ccccn1 | -12
CCCCc1noc(CNc2cc(C(=O)NCC(F)(F)F)ccc2C)n1 | -22
CC(O)CN1C(=O)c2ccccc2C(C(=O)O)C1c1cscn1 (configuration not stated) | -4
c1cc(CN2CCCC(N3CCN(Cc4ccc5c(c4)OCO5)CC3)C2)ccn1 (configuration not stated) | 1
COCc1noc(-c2ccc(C#N)cn2)n1 | -6
COc1ccc(C(=O)N2CCCC2)c(OC2CCN(C(=O)c3cc(C)n(C)n3)CC2)c1 | -10
Cc1sc2c(c1C)CN(CCN1CCOCC1)CN2C(=O)c1ccccc1 | 7
COC(=O)c1ccc2c(c1)CC(CNC(=O)CCCCCl)O2 (configuration not stated) | -2
Cc1cc(C)c(S(=O)(=O)Nc2cc(Cl)c(O)c(Sc3ncn[nH]3)c2)c(C)c1 | -6
COc1ccc(Cn2cc(C(=O)N(C)Cc3csc(C)n3)nn2)cc1 | -9
COc1ccc2nc(NC(=O)COC3CCCC3)sc2c1 | -6
CC1(C)CC2/C(CO)=C/C=C/[C@@](C)(O)CC[C@]21O (some centres not stated) | -14
Cc1nnc(SC2CCc3ccccc3N(CC(=O)OC(C)(C)C)C2=O)o1 (configuration not stated) | -4
COc1ccc(Cn2ncc(C)c2NC(=O)NC2CCCCC2)cc1OC | 6
O=P1(NN=Cc2ccc(Cl)cc2Cl)C=C(c2ccccc2)OC(c2ccccc2)=C1 | -9
C=CCn1c(Cn2cnc3ccccc32)nnc1SCC(=O)c1ccc(Cl)s1 | 3
C=CCNC(=NCC1CCN(C(C)C)C1)NCCCOCC (configuration not stated) | -18
Cc1nc2c(c(=O)n1C)CN(Cc1cc3n(n1)CCNC3)C2 | 3
Clc1ccc(-c2noc(-c3ccc4c(c3)OCO4)n2)cc1 | 11
NCCN1C(=O)CC[C@H]2CN(C(=O)c3cc4ncccn4n3)CC[C@H]21 | 3
CC(O)/C=C/c1cccc[n+]1C (configuration not stated) | -21
Cc1cc(NS(=O)(=O)c2ccc(N)cc2)no1 | -5&8
O=C(NCCNc1ccc(Nc2ccncc2)nn1)c1ccc2c(c1)OCO2 | -2
C=CCNC(=O)c1ccc(-c2ccccc2C(C)=O)cc1 | -1
COC(=O)CCn1c(=O)c2c(nc3n(-c4ccc(F)cc4)c(C)c(C)n23)n(C)c1=O | -1
CC(C)c1cc(C(=O)N2CCn3nc(C(=O)Nc4ccccc4)cc3C2)no1 | -12
Cc1ccc2cc(CCNC(=S)NCCn3ccc4ccccc43)c(=O)[nH]c2c1 | -1
Cc1cc(C)c(NS(=O)(=O)c2c(C)nn(C)c2C)c(C)c1 | -12
COc1cccc(CN2CCC(NC(=O)c3ncn(Cc4ccc(Cl)cc4)c3C)C2)c1 (configuration not stated) | -13
CCc1nnsc1C(=O)N1CCCCC1CCn1cccn1 (configuration not stated) | 4
CCOc1cc(Br)c(C(C)NC(C)=O)cc1OCC (configuration not stated) | -5
O=c1oc(-c2cccs2)nn1CN1CCCC2CCCCC21 (configuration not stated) | -11
CCCCN(CCO)CC(=O)N1CCCC1c1cccs1 (configuration not stated) | 2
CNC(=O)c1ccc(CN(C)c2ccc(C(F)(F)F)cn2)cc1 | -5
CN(CC(=O)N1CCN(c2ccccc2)CC1)S(=O)(=O)c1cccc2cnccc12 | 7
CC(=O)N1CCN(c2ncccc2CNC(=O)c2ccc(C)s2)CC1 | -5
O=C(CCc1cccnc1)N1CCc2c(nc(-c3ccccn3)[nH]c2=O)C1 | -4
CN=c1scc(-c2ccc(OC(F)F)cc2)n1/N=C\c1ccc(C#N)cc1 | 23
O=C(C1Nc2ccccc2C2C=CCC12)N1CCn2cncc2C1 (configuration not stated) | -9
Nc1nc(N2CCCCC2)nc(NCc2ccco2)c1[N+](=O)[O-] | -1
COc1ccc(CNC(=O)C2CCN(Cc3cc4n(n3)CCCNC4)CC2)cc1 | -17
CCCN(C(=O)c1cc2c(=O)n3ccccc3nc2s1)c1ccc(C(C)C)cc1 | 22
Fc1ccc(-c2nnc(C3(c4cccc(Cl)c4)CCOCC3)o2)cc1 | 3
O=C(N[C@H]1CCCCNC1=O)c1ccc2oc(CCc3ccccc3)nc2c1 | -16
O=C(Nc1nc2c(Br)cccc2s1)Nc1c(F)cccc1F | -4
CC(C)=CCCC(C)(O)c1cc(C(N)=O)no1 (configuration not stated) | -7
CCCCN1CCc2ccc(NC(=O)c3cccnc3)cc21 | -18
c1ccc(C2(NCc3csc4ccccc34)CCC2)cc1 | 5
COC(=O)c1ccc2c(c1)nc(CC(=O)NCc1ccncc1)n2Cc1ccc(Cl)cc1 | -9
O=C(Cc1ccc2c(c1)OCO2)c1cc2c(cc1Br)OCO2 | 8
COc1cccc(CN(C)C(=O)C2CC(=O)N(C3CCOCC3)C2)c1 (configuration not stated) | 1
CC(=O)c1cccc(-c2nc3c(C)cccc3cc2CO)c1 | -15
Cc1ccc(N=C2NN=C(c3cc(F)ccc3F)CS2)c(C)c1 | -3&-3
COc1ccc2oc(CNC(=O)C(C)n3ccnc3C(C)C)nc2c1 (configuration not stated) | -23
CCOc1ccccc1CN1CCN(Cc2cccc(C)n2)CC1CCO (configuration not stated) | -6
COc1cccc2c1OCCCN(C(=O)c1cn3c(n1)CNCC3)C2 | -16
COc1ccc(CC2(CO)CCN(Cc3ccncc3)CC2)cc1 | -9
O=C(NC1CCCCC1)OCC1CN(C2CCCCC2)C(=O)O1 (configuration not stated) | -4
CSc1ccc(CN2CCN(CC=C(C)C)C(CCO)C2)cc1 (configuration not stated) | -10&0

A section of the results above, for reference:
SMILES | mcGAS MS inh
COc1ccc(CNC(=O)C2CCN(Cc3cc4n(n3)CCCNC4)CC2)cc1 | -17
CCCN(C(=O)c1cc2c(=O)n3ccccc3nc2s1)c1ccc(C(C)C)cc1 | 22
Fc1ccc(-c2nnc(C3(c4cccc(Cl)c4)CCOCC3)o2)cc1 | 3
O=C(N[C@H]1CCCCNC1=O)c1ccc2oc(CCc3ccccc3)nc2c1 | -16
O=C(Nc1nc2c(Br)cccc2s1)Nc1c(F)cccc1F | -4
CC(C)=CCCC(C)(O)c1cc(C(N)=O)no1 (configuration not stated) | -7
CCCCN1CCc2ccc(NC(=O)c3cccnc3)cc21 | -18
c1ccc(C2(NCc3csc4ccccc34)CCC2)cc1 | 5
COC(=O)c1ccc2c(c1)nc(CC(=O)NCc1ccncc1)n2Cc1ccc(Cl)cc1 | -9
O=C(Cc1ccc2c(c1)OCO2)c1cc2c(cc1Br)OCO2 | 8
COc1cccc(CN(C)C(=O)C2CC(=O)N(C3CCOCC3)C2)c1 (configuration not stated) | 1
CC(=O)c1cccc(-c2nc3c(C)cccc3cc2CO)c1 | -15
Cc1ccc(N=C2NN=C(c3cc(F)ccc3F)CS2)c(C)c1 | -3&-3
COc1ccc2oc(CNC(=O)C(C)n3ccnc3C(C)C)nc2c1 (configuration not stated) | -23
CCOc1ccccc1CN1CCN(Cc2cccc(C)n2)CC1CCO (configuration not stated) | -6
COc1cccc2c1OCCCN(C(=O)c1cn3c(n1)CNCC3)C2 | -16
COc1ccc(CC2(CO)CCN(Cc3ccncc3)CC2)cc1 | -9
O=C(NC1CCCCC1)OCC1CN(C2CCCCC2)C(=O)O1 (configuration not stated) | -4
CSc1ccc(CN2CCN(CC=C(C)C)C(CCO)C2)cc1 (configuration not stated) | -10&0

(further entries)
SMILES | mcGAS MS inh
CC1(C(=O)Nc2ccc3c(c2)OCO3)CCN1C(=O)C1CCCCC1 (configuration not stated) | -17
CN1CCN(CCCC#N)c2ccc(F)cc21 | -4
CC(=O)Nc1ccc(C(C)=O)cc1OCC(=O)Nc1c(F)cccc1F | -21
COc1cc(OC)cc(C(=O)NCC2CCCN(Cc3cc4ccccc4o3)C2)c1 (configuration not stated) | -7&-3
Cc1nc(-c2ccc(Cl)cc2)nc(N2CCNCC2)c1C | -8
O=C(OCc1cc(-c2cc3ccccc3o2)on1)c1cc2ccccc2oc1=O | -8
COc1ccc(CN2CCN(C3CCN(c4ccccc4)CC3)CC2CCO)c(F)c1 (configuration not stated) | -3
COc1ccc(-c2c(C)nn3c4c(nnc23)C(=O)CC(C)(C)C4)cc1 | 4
CCOc1ccc(/C=C/C(=O)N2CC=C(c3ccccc3)CC2)cc1 | -7
CSc1nccn1-c1ccc(C(=O)N2CCCC(CNS(C)(=O)=O)C2)cc1 (configuration not stated) | -9
N#Cc1ccc(CN2CCN(S(=O)(=O)c3ccc(C#N)cc3)CC2)cc1 | -4
c1ccc2sc(C3CCCCN3Cc3cscn3)nc2c1 (configuration not stated) | -2
Cc1nnc(CNC(=O)CC2c3ccccc3CCc3ccccc32)o1 | -5
CN(C)CCCCN(C)C(=O)c1ccc(F)c(Br)c1 | -1
COc1ccc(Cn2cc(C(=O)N(C)Cc3ccnc4ccccc34)nn2)cc1 | -1
COC(=O)C(C)(Cc1ccccc1)CC(C)(CC1(C)CC(C)(C(=O)OC)OC1=O)C(=O)OC (configuration not stated) | -13
CCN1CCCC1CNC(=O)CCC1CCN(Cc2cnc(N(C)C)s2)CC1 (configuration not stated) | -3
Cc1cc(NC(=O)CCS(=O)(=O)c2nc(-c3ccc4c(c3)OCO4)cc(C(F)(F)F)n2)no1 | -8
O=C(Nc1ccc2c(c1)CN(Cc1cccn1-c1nccs1)CC2)C1CCCO1 (configuration not stated) | 0
O=C(Cn1cncn1)NC12CC3CC(CC(C3)C1)C2 | 3
CN(CC(=O)N1CCCC1)C(=O)CCc1cccc(Cl)c1Cl | 11
Cc1cn2c3c(=O)[nH]c(=O)n(C)c3nc2n1-c1ccccc1O | -5
CCOC1CCN(C(=O)NCCc2ccc(F)cc2F)CC1 | -6
COc1ccccc1-n1cc(C(=O)N2CCNCC(CC(=O)O)C2)cn1 (configuration not stated) | -8
c1cnc2c(c1)ccc1cccnc12 | -2
CN(C)CCN1C(=O)C(O)=C(C(=O)c2cccs2)C1c1ccco1 (configuration not stated) | -22
CCNC(=O)NC(=O)C(C)OC(=O)c1[nH]c(C)c(C(C)=O)c1C (configuration not stated) | -8
Cn1nc(C(=O)Nc2ccc(-c3nccs3)cc2)ccc1=O | 7
Cc1ccc(C)c(-c2ccc3nc(-c4cccc([N+](=O)[O-])c4)c(CN4CCNCC4)n3c2)c1 | 0
C=CCn1c(SCCc2ccccc2)nc2c1c(=O)[nH]c(=O)n2C | -1
CCCc1ncc(C(O)c2ccc(C(C)C)cc2)n1C (configuration not stated) | -7
Cc1ccc(NCCNCc2ccccc2Cl)nn1 | -4
Cc1cc(C(C)(C)C)cc(C)c1CCNC(=O)NC(C)c1ccccn1 (configuration not stated) | 1
FC(F)(F)C(Oc1nc(N2CCCCC2)nc(N2CCOCC2)n1)C(F)(F)F | -6
CNC(=O)CCC(=O)N1CCN2CCN(C)C(=O)C2C1 (configuration not stated) | -21
O=C(Nc1ccc(-c2cnc(C3CC3)o2)cc1)C1CCCC1 | -4
COc1cc(/C=C/C(=O)NC(C#N)c2cccc(Cl)c2)ccc1OC(C)C (configuration not stated) | -2
C[n+]1c(C2C(=N)N(c3ccccc3)CC2=O)sc2ccccc21 (configuration not stated) | -5&2
CCOc1ccc2nc(-c3nccn3CCOC)ccc2c1 | -29
Cc1nc(C)c(C(=O)N2CCSC(c3ccccc3)C2)o1 (configuration not stated) | 1
Cc1cccn2cc(C(=O)N[C@@H]3C[C@H]4C(=O)NCC(=O)N4C3)nc12 | -16
CC(=O)c1ccc2cc(OCC(=O)NC(C)C3CC3)ccc2c1 (configuration not stated) | -5
Cc1nc(C(C)C)cc(N2CCN(Cc3ccc(Cl)s3)CC2)n1 | -11
Cc1cnn(CCNC(C)CC(=O)Nc2ccccc2)c1 (configuration not stated) | -8
Nc1cccc(-c2nc3ncccc3[nH]2)c1 | -9
O=C(NC(C(=O)N1CCSCC1)c1ccccc1)c1ccccc1 (configuration not stated) | -23
COc1ccc2cc(CNC(=O)C3=COCCO3)ccc2c1 | 0
Cc1ccc(NC(=O)c2nc(-c3cn(-c4ccc(F)cc4)nn3)no2)cc1C | -4
CC(=O)c1cc(CCC(=O)NC(c2ccc(F)cc2)C(C)C)oc1C (configuration not stated) | -13
COc1cc(C)c(S(=O)(=O)NCC2(C(N)=O)CCOCC2)cc1OC | -5
O=C(NCc1ccc(N2CCCC2)cc1)c1ccc2c(c1)CCO2 | -15
O=c1c(O)c(-c2ccc(F)cc2)oc2ccc(CBr)cc12 | -9
CCNC(=O)[C@@H]1C[C@@H](N)CN1C(=O)c1nn(C)c2c1CCCC2 | -10
CCC(C)(C(=O)NC1CCCC1)N(CC1CCCO1)C(=O)c1cnccn1 (configuration not stated) | 3
COc1ccccc1-n1c(SCc2nc(C(=O)O)cs2)nnc1-c1cccnc1 | -5
COc1ccc(N2C=C3C(=O)c4ccccc4OC3SCC2=O)cc1 (configuration not stated) | -9
Cn1ncc(I)c1C(=O)NCc1cc(C(C)(C)C)n[nH]1 | -31
Brc1cc(CNC2C3CCCC2CN(C2CC2)C3)cs1 (configuration not stated) | -8
Cc1cc(O)c(C(c2ccncc2)N2CCC(Cc3ccccc3)CC2)c(=O)n1Cc1ccco1 (configuration not stated) | -5
CN(CCc1ccccn1)C(=O)c1cc(COc2ccccc2)[nH]n1 | -32

Next section:
SMILES | mcGAS MS inh
COc1ccc(/C=C/CN2CCN(c3ncc(Cl)cn3)CC2)cc1 | -4
CCN(C(=O)c1cc(C)c(C)c(S(=O)(=O)N(C)C)c1)c1ccc(F)cc1 | -1
CCOC(=O)C1(CC2CCCCO2)CCN(S(=O)(=O)c2ccc(F)cc2Cl)CC1 (configuration not stated) | -1
COc1cccc(C(O)c2ncc(-c3ccc(C(F)(F)F)cc3)[nH]2)c1 (configuration not stated) | -10

Screening data (PubChem BioAssay)

A portion of the library. The share of hits here may be higher or lower than overall.
